Screening results as filed in PubChem.
CCHFV vOTU inh = CCHFV vOTU protease inhibition; hit rate 0.55% among 370,000; Pep-AMC fluorescence; inhibition, % at 11.5 µM; in the data active means inhibition above about 30%; further: 0% = vehicle wells with enzyme and 100% = no enzyme wells
PriA SSB inh = blocks PriA binding to SSB C-terminal tail. AlphaScreen SSBct-PriA binding, biotinylated peptide. inhibition, % at 33 µM. hit rate 0.6% among 430,000; in the data active means inhibition mostly above about 37%, no sharp cut-off; inactive means mostly below about 20%;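 further: plate controls were negative control peptide for no effect and reference peptide for full effect; strong numbers were not always called active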
Yp Topo-I inh = inhibitors of Yersinia pestis topoisomerase I; activity, % at 10 µM; AID 504884; hit rate 0.064% among 360,000; Y. pestis Topo-I cleavage product accumulation, plate reader; in the data active means activity above about 50%, passing the limit was not always enough; inconclusive means no clear call, values can overlap the other calls; further: inactives centre near 2
TcdB GH inh = inhibitors of Clostridioides difficile toxin B glycohydrolase | TcdB glycohydrolase enzymatic assay, plate reader | inhibition, % at 9.99 µM | hit rate 0.24% among 350,000 | AID 652162; in the data active means inhibition above about 10%
Target sequence (P18177 whole entry, looked up): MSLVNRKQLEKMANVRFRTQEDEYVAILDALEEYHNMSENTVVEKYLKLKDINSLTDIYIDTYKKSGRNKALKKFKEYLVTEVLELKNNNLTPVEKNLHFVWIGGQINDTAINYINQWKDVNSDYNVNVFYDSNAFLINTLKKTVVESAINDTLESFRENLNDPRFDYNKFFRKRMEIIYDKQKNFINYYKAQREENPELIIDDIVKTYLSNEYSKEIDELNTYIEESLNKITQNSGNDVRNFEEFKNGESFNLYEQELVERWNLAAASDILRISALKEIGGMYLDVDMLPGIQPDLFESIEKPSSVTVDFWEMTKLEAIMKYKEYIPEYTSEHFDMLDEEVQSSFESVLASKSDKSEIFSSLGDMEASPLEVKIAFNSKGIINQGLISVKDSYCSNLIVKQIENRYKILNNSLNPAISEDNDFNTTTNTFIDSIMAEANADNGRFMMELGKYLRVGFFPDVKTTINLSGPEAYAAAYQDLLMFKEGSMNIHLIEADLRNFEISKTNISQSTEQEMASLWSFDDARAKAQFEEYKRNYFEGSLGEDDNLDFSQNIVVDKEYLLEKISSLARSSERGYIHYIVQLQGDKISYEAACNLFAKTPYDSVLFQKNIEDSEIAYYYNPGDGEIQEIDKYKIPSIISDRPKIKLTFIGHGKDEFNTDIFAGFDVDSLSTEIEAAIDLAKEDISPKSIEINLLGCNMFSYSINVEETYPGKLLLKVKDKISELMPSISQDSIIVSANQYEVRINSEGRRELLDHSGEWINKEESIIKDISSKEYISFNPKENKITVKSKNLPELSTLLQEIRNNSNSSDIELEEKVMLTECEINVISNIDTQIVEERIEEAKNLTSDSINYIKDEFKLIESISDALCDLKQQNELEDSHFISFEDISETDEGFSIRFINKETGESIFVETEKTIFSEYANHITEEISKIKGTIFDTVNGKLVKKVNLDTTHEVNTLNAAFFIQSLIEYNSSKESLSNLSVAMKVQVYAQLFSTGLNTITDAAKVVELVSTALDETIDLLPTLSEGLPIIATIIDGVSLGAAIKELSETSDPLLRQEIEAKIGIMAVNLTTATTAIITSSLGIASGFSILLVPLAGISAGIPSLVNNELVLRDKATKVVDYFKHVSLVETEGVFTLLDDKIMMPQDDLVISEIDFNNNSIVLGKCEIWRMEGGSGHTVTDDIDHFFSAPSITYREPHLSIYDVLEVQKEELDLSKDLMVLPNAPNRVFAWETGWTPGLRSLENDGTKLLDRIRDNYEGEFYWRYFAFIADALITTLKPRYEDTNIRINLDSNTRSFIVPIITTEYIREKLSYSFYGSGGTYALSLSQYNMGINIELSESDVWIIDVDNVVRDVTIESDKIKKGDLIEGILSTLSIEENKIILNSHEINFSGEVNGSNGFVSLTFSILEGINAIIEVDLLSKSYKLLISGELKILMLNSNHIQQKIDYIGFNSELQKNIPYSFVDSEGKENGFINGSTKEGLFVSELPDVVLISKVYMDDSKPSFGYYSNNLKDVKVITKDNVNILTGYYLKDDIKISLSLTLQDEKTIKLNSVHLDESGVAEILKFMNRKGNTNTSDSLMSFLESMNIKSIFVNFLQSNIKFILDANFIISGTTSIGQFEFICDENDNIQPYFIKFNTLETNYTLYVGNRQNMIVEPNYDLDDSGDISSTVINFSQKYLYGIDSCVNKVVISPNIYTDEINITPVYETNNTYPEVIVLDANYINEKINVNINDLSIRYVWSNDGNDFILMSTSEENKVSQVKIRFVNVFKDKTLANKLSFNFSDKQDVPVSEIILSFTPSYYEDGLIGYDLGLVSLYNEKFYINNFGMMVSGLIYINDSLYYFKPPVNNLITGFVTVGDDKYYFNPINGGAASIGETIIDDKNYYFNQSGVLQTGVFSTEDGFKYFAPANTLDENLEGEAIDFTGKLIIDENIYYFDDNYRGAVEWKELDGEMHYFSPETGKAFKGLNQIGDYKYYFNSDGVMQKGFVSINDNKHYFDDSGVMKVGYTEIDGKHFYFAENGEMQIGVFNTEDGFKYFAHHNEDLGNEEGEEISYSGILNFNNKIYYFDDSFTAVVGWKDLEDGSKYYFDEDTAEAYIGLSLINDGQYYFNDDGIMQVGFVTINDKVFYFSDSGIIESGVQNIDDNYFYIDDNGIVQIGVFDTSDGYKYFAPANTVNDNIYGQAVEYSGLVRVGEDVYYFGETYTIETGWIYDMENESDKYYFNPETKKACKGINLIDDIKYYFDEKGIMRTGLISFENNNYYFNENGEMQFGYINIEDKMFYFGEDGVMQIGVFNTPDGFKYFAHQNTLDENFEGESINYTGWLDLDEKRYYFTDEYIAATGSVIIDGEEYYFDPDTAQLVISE
PfHsp40 yeast = compounds rescuing yeast from Plasmodium falciparum HSP40 toxicity. hit rate 0.68% among 340,000. S. cerevisiae expressing PfHsp40, growth rescue, ATP luminescence. growth rescue, % at 12.5 µM; in the data active means growth rescue above about 28%, passing the limit was not always enough; inconclusive means no clear call, values can overlap the other calls;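 further: yeast W303a lacking pdr1 and pdr3 grown in galactose medium; growth measured after three days at 30 °C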
BoNT-A LC inh2 = inhibitors of Botulinum neurotoxin A light chain protease; multiplex microsphere protease substrate cleavage, flow cytometry; inhibition, % at 10 µM; hit rate 0.17% among 360,000; AID 588499; further: plate controls were buffer without enzyme for full effect and enzyme alone for no effect
3CLpro inhibitor = SARS-CoV 3CLpro protease inhibition; recombinant SARS-CoV 3CLpro, quenched FRET peptide cleavage; inhibition, % at 6 µM; AID 1706; hit rate 0.14% among 290,000; in the data active means inhibition above about 12%
Anthrax LF prot = inhibitors of Bacillus anthracis lethal factor protease. P15917. multiplex microsphere protease cleavage assay, LF. inhibition, % at 10 µM. hit rate 0.12% among 360,000; further: plate controls were buffer without enzyme for full effect and enzyme alone for no effect
BH1578 lux ind = inducers of Vibrio cholerae quorum light production without autoinducers. V. cholerae BH1578 lux reporter, luminescence, 6 h. hit rate 0.16% among 350,000. activation, % at 18.7 µM; in the data active means activation mostly above about 9.7%, no sharp cut-off; inconclusive means no clear call, values can overlap the other calls; inactive means mostly below about 3.7%; further: not every result past the cut was called active; inactives centre near 0; reference of the scale not given here
DUSP3 inh = blocks human VHR1 dual specificity phosphatase. P51452. AID 1654. hit rate 0.52% among 290,000. inhibition, % at 13.3 µM. recombinant VHR phosphatase, pNPP absorbance; in the data active means inhibition above about 50%; further: some compounds called inactive have numbers as strong as hits
An asterisk follows results filed as active; i = inactive; ? = inconclusive; · = not tested or not shown; & = joins results of further samples. Unless noted, no stated cut-off is given here; in the data, active means inhibition above about 30%; inconclusive means no clear call, values can overlap the other calls; inactive means below that. Not all compounds are listed, so the mix of outcomes need not match the whole.

(1) CCN(CC)S(=O)(=O)c1ccc(C(=O)N2CCN(c3ncccn3)CC2)cc1
(2) O=C(CCC(=O)N1CCN(C2CCCC2)CC1)Nc1nnc(C(F)(F)F)s1
(3) COC(=O)c1ccc(N2C(c3cccc(OC)c3)=Cc3ccc(F)cc3C2c2c(C)[nH]c3ccccc23)cc1 (stereo not drawn)
(4) Cc1cn(CC(=O)NCc2ccccc2)c(=O)[nH]c1=O
(5) CC1(C)COC(c2cc3c(cc2Br)OCO3)OC1
(6) CN(Cc1ccncc1)C1CC(=O)N(c2ccc(F)cc2)C1=O (stereo not drawn)
assay / entry,1,2,3,4,5,6
CCHFV vOTU inh,-13,2,3,14,-9,24
PriA SSB inh,-10,-18,·,2,-4,6
Yp Topo-I inh,1,-9,·,-2,-6,3
TcdB GH inh,0.7,·,-0.8,-3.1,-0.3,-2.6
PfHsp40 yeast,-0.4,-0.6,·,-1.5,0.2,-0.3
BoNT-A LC inh2,0.1,0.2,-0.3,-0.2,0.0,-0.3
3CLpro inhibitor,-1,-2,·,·,·,0
Anthrax LF prot,0,-3,-8,-1,6,0
BH1578 lux ind,i,0.6,·,i,i,-0.8
DUSP3 inh,24,0,·,·,·,-8

(7) O=C(NCCCN1CCOCC1)/C(=C/c1cccnc1)NC(=O)c1ccccc1
(8) COC(=O)COc1ccc(S(=O)(=O)N2CCCCCC2)cc1
(9) CN(C(=O)CSc1nnc(Cc2ccccc2F)n1N)C1CCCCC1
(10) COc1ccc(CCC(=O)N2c3ccccc3CC2C)cc1 (stereo not drawn)
(11) CC(=O)[C@@]1(O)CC[C@H]2[C@@H]3CCC4=CC(=O)CC[C@]4(C)[C@H]3[C@@H](O)C[C@@]21C
(12) Cc1nnc(SCC(=O)NNC(=O)c2ccco2)n1-c1cccc(Cl)c1
assay / entry,7,8,9,10,11,12
CCHFV vOTU inh,-14,-9,-9,-4,11,6
PriA SSB inh,-23,-4,-7,-28,-8,-5
Yp Topo-I inh,-10,7,6,3,-8,-9
TcdB GH inh,-0.1,-2.1,0.3,·,-1.7,-5.3
PfHsp40 yeast,-0.7,1.6,-0.3,1.0,1.9,-0.8
BoNT-A LC inh2,3.1,-0.4,0.0,-1.6,-1.3,-0.4
3CLpro inhibitor,3,-2,·,0,5,-2
Anthrax LF prot,-1,-7,0,-4,11,4
BH1578 lux ind,-0.2,1.0,·,-0.4,i,i
DUSP3 inh,11,24,·,-1,12,3

(13) COC(=O)CCCC(=O)N1CCCC(N(C)CCc2ccccc2)C1 (stereo not drawn)
(14) O=C(OCc1cn([C@@H]2CN(C(=O)C3CCCCC3)[C@@H](c3ccc(Cl)cc3)C[C@H]2O)nn1)c1ccccc1
(15) CN1CCN(CC(=O)NC2CCCCC2)CC1
(16) Cc1ccc(/C=C2\SC(=S)N(CCCC(=O)N3CCOCC3)C2=O)cc1
(17) CC1CN(CCOCCSc2ccc(Cl)cc2)CC(C)O1 (stereo not drawn)
(18) CCCS(=O)(=O)c1nc(S(=O)(=O)c2ccc(C)cc2)c(NCc2ccco2)s1
assay / entry,13,14,15,16,17,18
CCHFV vOTU inh,-4,2,-15,9,-6,-6
PriA SSB inh,2,·,-18,-5,1,1
Yp Topo-I inh,11,32,1,36,6,0
TcdB GH inh,-0.2,-0.4,·,2.6,0.9,·
PfHsp40 yeast,1.2,·,-2.8,0.2,2.5,1.1
BoNT-A LC inh2,2.8,-0.5,17,3.2,-2.7,-0.5
3CLpro inhibitor,-3,·,-4,2,-2,0
Anthrax LF prot,-16,4,-18,-1,6,-3
BH1578 lux ind,-1.6,-0.4,-0.8,-0.2,-0.7,0.0
DUSP3 inh,30,·,10,20,2,8

(19) CCCCn1c2c(c(=N)c3c1CCC3)CCC2
(20) O=C(NCc1ccco1)c1ccc(Cl)cc1[N+](=O)[O-]
(21) COc1cc(S(=O)(=O)N2CCC(O)(c3cccc(C(F)(F)F)c3)CC2)ccc1-n1cnnn1
(22) COc1cccc(-c2nn(-c3ccccc3)cc2C(=O)n2nnc3ccccc32)c1
(23) COc1ccc(N=C2S/C(=C\c3ccc(OC(C)C(=O)O)c(OC)c3)C(=O)N2CCc2c[nH]c3ccccc23)cc1 (stereo not drawn)
(24) Cc1cc(C)c2c(c1)C1C=CCC1C(c1ccc(S(=O)(=O)N3CCOCC3)cc1)N2 (stereo not drawn)
assay / entry,19,20,21,22,23,24
CCHFV vOTU inh,2,-4,-15,-6,11,8
PriA SSB inh,0,-1,9,1&-5,12,-12
Yp Topo-I inh,0,1,10,0,-9,9
TcdB GH inh,·,-0.1,·,·,-0.3,·
PfHsp40 yeast,2.3,-0.9,1.2,-0.2,-0.3,-2.1
BoNT-A LC inh2,0.1,-0.2,0.1,0.2,0.3,0.7
3CLpro inhibitor,-2,-4,2,2,4,0
Anthrax LF prot,4,4,-3,0,-2,4
BH1578 lux ind,·,0.9,-0.5,-0.2,-0.4,-1.3
DUSP3 inh,-6,13,2,2,15,36

(25) CN(CC1CCOCC1)C(=O)CC1C(=O)NCCN1Cc1ccc(F)c(F)c1 (stereo not drawn)
(26) Cc1c(C(=O)NN)nn(-c2ccc(F)cc2)c(=O)c1C#N
(27) O=C(c1cc([N+](=O)[O-])ccc1N1CCOCC1)N1CCCCC1
(28) CCOC(=O)C1CCN(Cc2coc3c(Cl)cc(Cl)cc3c2=O)CC1
(29) Cc1cc(=O)oc2cc(Nc3ccccc3)ccc12
(30) O=C1CCCC2=C1C(c1cccs1)n1nc(SCc3ccc(C(=O)O)cc3)nc1N2 (stereo not drawn)
assay / entry,25,26,27,28,29,30
CCHFV vOTU inh,-2,18,-6,3,5,-8
PriA SSB inh,-9,-7,-14,-13,-11,-4
Yp Topo-I inh,1,-6,-7,-2,1,-2
TcdB GH inh,1.2,-0.5,0.4,·,·,0.2
PfHsp40 yeast,-1.5,-0.9,-1.7,-0.9,2.4,-1.9
BoNT-A LC inh2,2.6,-4.4,0.0,0.1,-0.7,-0.4
3CLpro inhibitor,6,3,-3,-6,3,5
Anthrax LF prot,0,-9,-1,-6,1,-2
BH1578 lux ind,i,i,-0.3,1.7,0.5,-0.1
DUSP3 inh,14,-20,-5,2,22,2

(31) CC(O)CNc1nc2c(c(=O)n(Cc3ccc(Cl)cc3)c(=O)n2C)n1C (stereo not drawn)
(32) COc1ccc(CNC(=O)CSc2nc3ccccc3n2C(C)=O)cc1
(33) C/C(=N\NC(=O)c1nnn(-c2nonc2N)c1CN(C)c1ccccc1)c1ccccn1
(34) O=C(c1cccc(S(=O)(=O)Nc2ccccc2Cl)c1)N1CCN(C(=O)c2ccco2)CC1
(35) COc1ccc(C(C)=O)cc1CSc1nnc(C)s1
(36) COc1ccc(N(CC(=O)Nc2ccc(C)cn2)S(=O)(=O)c2c(C)noc2C)cc1
assay / entry,31,32,33,34,35,36
CCHFV vOTU inh,-5,-3,·,-8,-17,-5
PriA SSB inh,-2,2,·,-15,-2,3
Yp Topo-I inh,-1,6,4,5,4,3
TcdB GH inh,0.7,0.4,·,1.1,·,·
PfHsp40 yeast,1.8,-0.8,-1.0,-1.1,-1.3,2.0
BoNT-A LC inh2,0.0,1.9,0.7,-0.2,0.0,-2.7
3CLpro inhibitor,-1,-4,3,-1,-7,3
Anthrax LF prot,8,-14,-1,6,9,-2
BH1578 lux ind,1.2,0.4,0.0,-0.2,i,11
DUSP3 inh,83,4,-42,6,21,22

(37) Cc1ccc(Nc2nc(Cl)nc3ncn(C)c23)c(C)c1
(38) CC(=O)Nc1ccc(NC(=O)CSc2nnc(CC(C)O)n2-c2ccccc2)cc1 (stereo not drawn)
(39) Cc1cc(=O)n2nc(N3CCCC(C(=O)NCc4cccc(Br)c4)C3)sc2n1 (stereo not drawn)
(40) CC1CCc2sc(C(=O)NCC(c3ccco3)N3CCCCC3)cc2C1 (stereo not drawn)
(41) CCC(=O)NCCCCNC(=O)CC
(42) Cn1c(=O)c2c(O)c(C=NCc3ccccc3)c(=O)n(C)c2n(C)c1=O
assay / entry,37,38,39,40,41,42
CCHFV vOTU inh,-2,7,5,3,-5,8
PriA SSB inh,-15,-10,3,11,-2,-1
Yp Topo-I inh,-3,6,-8,-3,-5,-4
TcdB GH inh,0.4,-0.3,-0.2,0.5,·,1.1
PfHsp40 yeast,0.2,0.1,0.1,-0.4,-1.1,·
BoNT-A LC inh2,-0.4,-3.8,-0.3,1.4,-0.9,-0.1
3CLpro inhibitor,·,-2,-4,·,3,4
Anthrax LF prot,-9,-5,0,6,1,-2
BH1578 lux ind,-5.9,i,2.0,0.4,-1.6,i
DUSP3 inh,·,-4,15,·,11,20

(43) O=C1CSC(=Nc2ccc(Cl)cc2)N1Cc1ccco1
(44) CCCNC(=O)CCn1c(=S)oc2ccccc21
(45) Cc1ccccc1C(=O)NNC(=O)CCc1ccccc1
(46) COCCNC(=O)c1ccc(C)c(NC(=O)C2=C(C)OCCS2)c1
(47) COc1ccccc1C(CNC(=O)CN1C(=O)NC(C)(c2ccc3ccccc3c2)C1=O)N1CCCC1 (stereo not drawn)
(48) N#C/C(=C\C=C\c1ccccc1)C(=O)NCc1cccnc1
assay / entry,43,44,45,46,47,48
CCHFV vOTU inh,-6,-14,-16,1,-9,25
PriA SSB inh,-21,0,1,-4,1,1
Yp Topo-I inh,1,1,2,-10,4,-8
TcdB GH inh,2.9,1.1,1.3,-0.2,1.0,1.9
PfHsp40 yeast,4.6,-0.1,0.2,-0.7,0.0,0.1
BoNT-A LC inh2,?,-1.9,-1.6,0.2,-0.8,-0.5
3CLpro inhibitor,4,-1,4,2,·,2
Anthrax LF prot,-2,-1,-5,2,-11,-10
BH1578 lux ind,i,-0.5,-0.3,-0.6,-1.3,i
DUSP3 inh,35,-9,9,2,·,18

Nos. 43 to 45, quoted:
(43) O=C1CSC(=Nc2ccc(Cl)cc2)N1Cc1ccco1
(44) CCCNC(=O)CCn1c(=S)oc2ccccc21
(45) Cc1ccccc1C(=O)NNC(=O)CCc1ccccc1
assay / entry,43,44,45
CCHFV vOTU inh,-6,-14,-16
PriA SSB inh,-21,0,1
Yp Topo-I inh,1,1,2
TcdB GH inh,2.9,1.1,1.3
PfHsp40 yeast,4.6,-0.1,0.2
BoNT-A LC inh2,?,-1.9,-1.6
3CLpro inhibitor,4,-1,4
Anthrax LF prot,-2,-1,-5
BH1578 lux ind,i,-0.5,-0.3
DUSP3 inh,35,-9,9

Other records.
(49) CCC1Nc2ncnc(N3CCCCC3)c2N(Cc2ccc(Cl)cc2)C1=O (stereo not drawn)
(50) COc1ccc(-n2c3c(cc(C(=O)NCc4ccco4)c2=O)C(=O)CC(C)(C)C3)cc1
(51) CCCCN(C(=O)CSc1n[nH]c(-c2ccc(C)cc2)n1)c1c(N)n(CCCC)c(=O)[nH]c1=O
(52) O=C(Cc1cc(=O)[nH]c(=O)[nH]1)NCc1ccc(Cl)cc1
assay / entry,49,50,51,52
CCHFV vOTU inh,-4,4,1,10
PriA SSB inh,-2,-10,-4,2&-14
Yp Topo-I inh,8,7,11,-8
TcdB GH inh,3.4,-0.1,0.8,0.0
PfHsp40 yeast,-0.4,1.2,-0.5,-0.9
BoNT-A LC inh2,-0.9&-0.9,-0.8,0.6,0.1
3CLpro inhibitor,·,0,·,1
Anthrax LF prot,-10&-4,1,0,2
BH1578 lux ind,i,i,i,0.0
DUSP3 inh,·,16,·,4
